Assay outcomes: PubChem, several laboratories
PKA-R2B activ: activates the human PKA-R2B holoenzyme complex; P22694+P31323; PKA-R2B holoenzyme dissociation, Cy5-IP20 fluorescence polarization; R2B truncated from residue 108, S112A mutant; 0% DMSO only, 100% 113 µM cGMP; activation, % at 11.4 µM; 340,000 tested, 0.079% active; AID 504700;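 active means activation above a cutoff set at the mean over all compounds plus 3 SD, cut at about 18% in these data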;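 further: higher means more holoenzyme dissociation and a rise in polarization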
NSD2 HMT inh: inhibitors of human histone methyltransferase NSD2. O96028. inhibition, % at 12.5 µM. 310,000 tested, 0.54% active. AID 743445. NSD2 peptide methylation, AlphaScreen, 120 min; in the data active means inhibition above about 50%
SR-BI HDL uptake: inhibitors of mouse SR-BI mediated HDL lipid uptake | ldlA[mSR-BI] CHO cells, DiI-HDL uptake fluorescence, 3 h | inhibition, % at 12.5 µM | 320,000 tested, 0.96% active | AID 488896;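 active means mean replicate inhibition of at least 70% and a set share of replicates each scoring 70 or more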;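 further: 0% = median of neutral control wells and 100% = median of positive control wells; values of inactives mirror those of a sister screen read the other way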
Cardiac RTF inh: cardiac RTF calcium desensitization. IANBD-labeled cardiac RTF, Ca2+ fluorescence. inhibition, % at 7.15 µM. 340,000 tested, 0.12% active. P19429+P45379;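 active means inhibition above the mean inhibition of all tested compounds plus 3 SD, cut at about 17% in these data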;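 further: assay run at fixed EC70 calcium of 1.6 mM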
LANA DNA inh: inhibitors of KSHV LANA C-terminal domain DNA binding; inhibition, % at 9 µM; MBP-C-LANA/FAM-LBS DNA binding, fluorescence polarization; 340,000 tested, 0.078% active;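 active means highest replicate inhibition at or above 60% at 9 µM, even if other replicates fall short; inactive means all replicates below 60% inhibition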;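 further: 0% = neutral control wells and 100% = 4 µM acridine orange control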
SR-BI uptake up: activators of SR-BI mediated HDL lipid uptake; activation, % at 12.5 µM; CHO ldlA[mSR-BI] cells, DiI-HDL uptake fluorescence, 3 h; 100 = double the neutral-control signal; AID 504775; 320,000 tested, 0.096% active;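 active means mean replicate activation of at least 60% and every replicate at or above 60%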;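 further: 0% = median plate neutral-control signal and 100% = twice that signal; values of inactives mirror those of a sister screen read the other way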
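material = CHO ldlA[mSR-BI] cells | medium = Ham's F12 with 0.5% BSA, HEPES 25 mM, pH 7.4 | reagent = fluorescent DiI-HDL, 10 µg/mL final | compound dosing = single-point compound dose | incubation = 3 h, 37 °C | measured by = bottom-read fluorescence, 550/595 nm | measure = HDL uptake via cellular fluorescence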
Arrestin-AP2 inh: human beta-arrestin and AP2 interaction inhibition | FITC-arrestin peptide / GST-AP2 beads, flow cytometry; AP2 beta2 appendage carries R879A mutation | inhibition, % at 10 µM | 340,000 tested, 0.31% active;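 active means inhibition above a set limit, near 3 SD of compounds lacking own fluorescence, cut at about 54% in these data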;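 further: plate controls were DMSO wells for no effect and 5 µM unlabelled arrestin peptide for full effect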
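System: GST-AP2 R879A bound to glutathione beads, E. coli-expressed. Also added: 50 nM FITC-arrestin peptide. Schedule: compound with beads 12 min RT, then probe 1 h RT. Signal: bead flow cytometry, FITC channel. Read-out basis: percent response.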
Keap1-Nrf2 PPI: inhibitors of human Keap1-Nrf2 protein-protein interaction | Q14145 | Keap1 Kelch-Nrf2 peptide fluorescence polarization, 1536-well | inhibition, % at 9.4 µM | 340,000 tested, 0.15% active | AID 504523; in the data active means inhibition above about 12%;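 further: human Keap1 Kelch domain with fluorescein labeled Nrf2 9mer peptide probe; 0% = neutral control wells and 100% = peptide positive control; higher means more block of Keap1 binding to Nrf2 peptide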
PvdQ inh: P. aeruginosa PvdQ acylase inhibition; purified PvdQ acylase, fluorescence plate reader; inhibition, % at 10 µM; 340,000 tested, 0.063% active; AID 488965; in the data active means inhibition above about 30%, passing the limit was not always enough;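 further: 0% = vehicle neutral wells and 100% = reference inhibitor wells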
DAGLB inh: diacylglycerol lipase beta (human) inhibition | Q8NCG7 | HEK293T DAGLB membrane lysate, EnzChek fluorogenic substrate | inhibition, % at 5.17 µM | 340,000 tested, 0.059% active; in the data active means inhibition above about 34%;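 further: 0% = enzyme with vehicle and 100% = wells lacking enzyme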
Target sequence (Q8NCG7 whole entry, looked up): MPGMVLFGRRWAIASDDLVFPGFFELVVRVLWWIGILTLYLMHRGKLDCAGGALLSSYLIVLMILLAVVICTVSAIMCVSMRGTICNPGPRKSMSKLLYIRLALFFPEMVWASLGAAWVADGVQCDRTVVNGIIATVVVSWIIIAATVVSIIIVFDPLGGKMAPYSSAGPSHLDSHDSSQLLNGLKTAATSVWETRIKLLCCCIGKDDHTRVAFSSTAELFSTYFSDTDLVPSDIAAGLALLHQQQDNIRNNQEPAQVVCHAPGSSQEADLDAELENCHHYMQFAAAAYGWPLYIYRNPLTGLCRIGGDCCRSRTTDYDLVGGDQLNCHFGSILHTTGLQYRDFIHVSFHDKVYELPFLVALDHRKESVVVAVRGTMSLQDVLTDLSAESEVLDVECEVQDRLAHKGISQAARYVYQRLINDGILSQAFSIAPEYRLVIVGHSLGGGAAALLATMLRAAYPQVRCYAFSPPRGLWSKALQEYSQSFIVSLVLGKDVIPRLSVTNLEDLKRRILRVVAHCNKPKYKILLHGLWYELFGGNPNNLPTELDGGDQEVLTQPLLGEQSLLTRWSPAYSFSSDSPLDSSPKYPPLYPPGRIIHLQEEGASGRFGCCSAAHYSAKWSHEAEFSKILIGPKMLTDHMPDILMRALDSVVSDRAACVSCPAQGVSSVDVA
Starred values were filed as active, the others as inactive; nt = not tested or not shown.

Structure,PKA-R2B activ,NSD2 HMT inh,SR-BI HDL uptake,Cardiac RTF inh,LANA DNA inh,SR-BI uptake up,Arrestin-AP2 inh,Keap1-Nrf2 PPI,PvdQ inh,DAGLB inh
C=C1c2ccccc2O[C@H](C(=O)OCC)[C@H]1OC,-6,nt,-36,-2,-1.1,36,-3,-4,-10,-1
O=C(CSc1nccn1-c1cccc(Cl)c1)Nc1ccc2c(c1)OCCO2,8,nt,-16,-4,0.2,16,-2,2,-14,0
CCOc1ccc2c(CC)cc(=O)oc2c1OCC,-14,0,9,0,2.8,-9,22,0,11,-5
CC(CC(=O)O)CC(=O)Nc1ccccc1C(=O)O (configuration not stated),0,0,1,-7,-1.1,-1,5,-2,-14,1
CCC(C)C(NS(=O)(=O)c1ccc(C)cc1)C(=O)O (configuration not stated),3,-1,-16,-6,1.3,16,20,4,0,2
CCOC(=O)C1=C(O)C(=O)N(c2ccccc2)C1c1cccc([N+](=O)[O-])c1 (configuration not stated),-1,0,-20,-4,0.7,20,8,-4,-9,0
CSc1ccc(N2CCN(CCCNC(=O)Nc3ccccc3F)CC2)cc1,9,1,21,0,0.0,-21,5,3,-8,0
CCCCn1c(=N)n(CC(=O)c2ccco2)c2ccccc21,4,2,nt,-2,-0.6,nt,3,-3,-15,-1
CCCN(CCC)c1ncnc2nc[nH]c12,-10,nt,-17,-2,0.3,17,3,-1,-2,0
Cc1ccc(C(=O)Nc2ccccc2C(=O)N2CC3(C)CC2CC(C)(C)C3)cc1 (configuration not stated),-12,nt,21,1,0.8,-21,29,-2,7,-14
CCNc1ccc(C(=O)OCC(=O)NC(=O)NCC(C)C)cc1[N+](=O)[O-],-2,5,-2,-3,1.3,2,1,-2,-12,2
O=C(CCCc1ccccc1)NCc1ccc(Cl)cc1,-4,-4,5,4,-0.4,-5,31,1,0,-6
CCC(NC(=O)Cc1c(C)c2cc3c(cc2oc1=O)OC(C)(C)CC3)C(=O)O (configuration not stated),2,-2,-4,-9,0.3,4,-3,1,-13,-2
Cc1cccc(N2CCN(C(c3cccs3)c3nnnn3C(C)(C)C)CC2)c1C (configuration not stated),6,-1,64,-9,1.1,-64,5,-5,1,0
Cc1ccc(N2CC(C(=O)N3CCN(C(=O)c4ccco4)CC3)CC2=O)cc1 (configuration not stated),6,1,-25,-1,0.5,25,21,-2,1,-2
CCOc1ccc(NC(=O)COC(=O)c2ccc(S(=O)(=O)N3CCOCC3)cc2)cc1,-6,-1,-8,1,0.9,8,-10,-1,-16,-1
C/C(CC(=O)Nc1ccc(Cl)cc1Cl)=N\NC(=O)c1cnccn1,2,-4,-9,-12,-1.4,9,40,0,-17,-1
Cc1ccc(NS(=O)(=O)c2cccc(C(=O)N/N=C/c3ccc4c(c3)OCCO4)c2)c(C)c1,-9,2,51,-1,0.7,-51,21,-3,-6,-5
COc1ccnc(N2CCN(c3ccccc3)CC2)c1C#N,-10,nt,-2,1,-0.1,2,20,-4,5,-5
CCOC(=O)C1CCCN(CC(=O)Nc2nc(-c3ccccc3)cs2)C1 (configuration not stated),1,-1,9,-9,0.7,-9,5,-2,-15,-9
Cc1c(C(=O)O)c(-c2ccccc2)nn1-c1ccccc1,2,-4,7,1,1.8,-7,20,0,-3,-5
Cc1ccc(CNc2ccc(O)cc2)cc1,-10,nt,25,-2,0.2,-25,38,-6,-7,5
Oc1ccc(Cl)cc1C(C#Cc1ccccc1)N1CCOCC1 (configuration not stated),8,7,26,-2,-0.3,nt,8,-7,-8,-9
CCCCOc1ccc(-c2ncc(C(=O)O)c(C)n2)cc1,-8,1,-6,-6,2.5,6,-8,-5,-9,0
Cc1[nH]c2ccccc2c1CCN(Cc1cccnc1)C(=S)Nc1cccc(F)c1,1,10,4,-6,-0.2,-4,46,-1,3,-2
CC(=O)NNC(=S)NC(=O)c1ccc(C)cc1,-8,-6,-16,0,-0.6,16,3,-5,-6,0
COc1cc(NC(=O)C2CCCN2C(=O)C2CCC(C)CC2)cc(OC)c1OC (configuration not stated),3,nt,-8,-1,1.0,8,6,-3,-1,-4
O=C1CSC(c2cccc(O)c2)N1Cc1ccccc1 (configuration not stated),0,-1,5,-7,1.2,-5,3,-3,-16,-1
O=[N+]([O-])c1ccccc1S(=O)(=O)N(CC1CO1)c1ccccc1 (configuration not stated),-1,4,-10,7,-0.3,10,30,4,0,-2
COc1ccc(S(=O)(=O)N2CCCC2)c2ccccc12,4,0,20,-3,1.2,-20,38,7,5,-3
COc1ccc(C(=O)N2CCN(Cc3ccccc3[N+](=O)[O-])CC2)cc1,-12,3,-6,-7,-0.7,6,-6,-5,-11,-3
Cc1cc(CNC(=O)C(C)Cc2ccccc2)nn1C (configuration not stated),-9,nt,-17,-9,-0.8,17,-6,-5,-17,-2
COc1cc(NC(=O)C2CCCN(c3ncnc4c3nc3n4CCCCC3)C2)cc(OC)c1OC (configuration not stated),-7,1,7,1,-0.6,-7,-1,-4,0,-4
COc1ccccc1CC(=O)NNC(=O)c1cccs1,-8,-3,-1,-18,0.9,1,10,-4,-9,-1
CCn1c(Cc2ccccc2)nnc1SCC(=O)Nc1ccccc1F,-2,0,1,3,1.2,-1,0,-1,-7,-3
COC(=O)c1ccc(C(=O)OC)c(NC(=O)CN(C)Cc2ccc(Cl)c(Cl)c2)c1,3,-2,9,-8,-1.0,-9,1,-1,-18,8
CCCCNC(=O)CCn1c(=O)c2cccn2c2ccc(F)cc21,-1,-3,14,-1,-1.6,-14,2,-6,-6,3
C[C@@H]1COC(=O)[C@H](NC(=O)OCC2c3ccccc3-c3ccccc32)C/C=C\C[C@@H](CC(=O)N(CCO)Cc2ccccc2)C(=O)N1,-7,nt,59,2,0.6,-59,0,-7,-9,2
Cc1ccc(C)c(OCc2nnc(NC(=O)c3ccco3)s2)c1,1,-6,4,-8,-0.7,-4,7,-2,-15,-1
O=C(C[C@H]1C/C=C\CC[C@H](Cc2ccc(F)cc2)C(=O)OC[C@H]2CCCN2C1=O)N[C@H](CO)Cc1ccccc1,-6,nt,24,-4,-1.9,-24,19,-1,-11,0
CSc1ccccc1C(=O)Nc1ccc2c(c1)OCCO2,-3,1,11,2,-0.6,-11,0,-5,-3,2
Cc1cc(O)c(N=Cc2cc3c(cc2[N+](=O)[O-])OCO3)cc1C,-3,2,2,1,-0.6,-2,0,-5,-7,3
CCOc1ccc(C(=O)n2cnnc2N)cc1,-7,-1,nt,-1,1.2,nt,15,2,-3,-2
CCCc1nnc(NS(=O)(=O)c2ccc(OC)cc2)s1,-1,-1,-4,3,2.1,4,4,7,7,2
CCN(C(=O)COC(=O)CSc1ccccc1)c1c(N)n(Cc2ccccc2)c(=O)[nH]c1=O,-14,-1,9,3,nt,-9,-9,nt,-9,1
O=C(O)CN1C(=O)/C(=C\C(Br)=C\c2ccccc2)SC1=S,2,55*,nt,-5,3.1,nt,1,-1,-5,-11
CCCC(C(=O)NC(C)(C)C)N(Cc1ccc(F)cc1)C(=O)c1snc(C(N)=O)c1N (configuration not stated),-4,-3,-7,3,7.2,7,-3,-2,-3,1
Cn1c(=O)cc(SCC(=O)N2CCCC2)c2cc(Cl)ccc21,-7,-2,-2,-4,-1.3,2,-10,-2,-6,-2
O=C(O)C12CC3CC(C1)CC(n1ncc(NCc4ccccc4)c(Cl)c1=O)(C3)C2,-6,-2,-14,-5,-0.7,14,25,-4,-4,-1
COc1cccc(OCc2nc(-c3cccc([N+](=O)[O-])c3)no2)c1,nt,1,-14,nt,1.6,14,-2,-5,-14,nt
O=C(Nc1ccc(Cl)cn1)c1cccc(S(=O)(=O)N2CCOCC2)c1,-6,3,1,0,-2.1,-1,7,-2,-6,-1
Cc1nc2cc(S(=O)(=O)C(F)(F)F)ccc2s1,-1,-4,3,1,-0.6,-3,-3,-1,-7,-2
O=C(OCC(=O)N1CCN(c2ccccc2)CC1)c1ccco1,-4,1,11,-10,1.7,-11,-1,2,-14,0
CS(=O)(=O)N1CCN(c2ccccc2NC(=O)Nc2cccc(Cl)c2)CC1,-10,1,53,1,-0.1,-53,18,3,5,-1
COc1ccc(-n2c(SCc3cccnc3)nc3c(c2=O)SCC3)cc1OC,-10,-3,3,-1,2.8,-3,31,0,5,-1

A portion from the list above, as a working copy:
Structure,PKA-R2B activ,NSD2 HMT inh,SR-BI HDL uptake,Cardiac RTF inh,LANA DNA inh,SR-BI uptake up,Arrestin-AP2 inh,Keap1-Nrf2 PPI,PvdQ inh,DAGLB inh
O=C(O)C12CC3CC(C1)CC(n1ncc(NCc4ccccc4)c(Cl)c1=O)(C3)C2,-6,-2,-14,-5,-0.7,14,25,-4,-4,-1
COc1cccc(OCc2nc(-c3cccc([N+](=O)[O-])c3)no2)c1,nt,1,-14,nt,1.6,14,-2,-5,-14,nt
O=C(Nc1ccc(Cl)cn1)c1cccc(S(=O)(=O)N2CCOCC2)c1,-6,3,1,0,-2.1,-1,7,-2,-6,-1
